TNAP activators = human TNAP enzyme activators, primary screen, biochemical, luminescent, no phosphate acceptor, uHTS (AID 1001); purified TNAP, luminescent activation assay, no phosphate acceptor; higher activation fold means a stronger effect; activation fold at 20 µM, or EC50 in µM where a hit was titrated; 0.03% of 200,000 active; in the data active = activation fold from about 3, or a potency from the dose series; inactive = the rest, 99 in 100 with activation fold below about 1.6; note: many of its hits are not listed in these tables
PMI inhibition = MPI inhibition at elevated mannose 6-phosphate – biochemical, fluorescence intensity, high mannose 6-phosphate, primary screen (AID 1220) | recombinant PMI enzyme, coupled fluorescence intensity; higher % means a stronger effect | one-dose inhibition, % at 20 µM; IC50 in µM for titrated hits | 0.66% of 190,000 active
Salmonella PhoP GFP = inhibitors of PhoP regulon expression, primary screen, Salmonella Typhimurium, GFP reporter (AID 1863) | one-dose inhibition, % at 50 µM; IC50 in µM for titrated hits | S. Typhimurium PhoP-regulated promoter GFP reporter, 4 h; higher % means a stronger effect | 0.16% of 300,000 active;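 active = inhibition over 29.93%, a cutoff 3 SD above the screen mean, later confirmed by dose response; inconclusive = inhibition over 29.93% but no dose response follow-up; inactive = inhibition at most 29.93% or unconfirmed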;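 note: 0% = low Mg2+ inducing control and 100% = high Mg2+ repressing control; strong numbers were not always called active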
SV40 large T antigen = TAg ATPase/helicase activity blockers – biochemical (AID 1903); 0.39% of 310,000 active; one-dose inhibition, % at 20 µM; IC50 in µM for titrated hits; SV40 large T antigen ATPase/helicase inhibition assay; higher % means a stronger effect; in the data active = a potency from the dose series; inconclusive = inhibition mostly from about 32% at the one dose, without a potency; inactive = the rest, 99 in 100 with inhibition below about 32%; note: strong numbers were not always called active
RSV CPE inhibition = RSV antiviral activity via CPE protection, HEp-2 cells, primary 10 µM value included (AID 2391) | HEp-2 cells, RSV-induced CPE inhibition; higher % means a stronger effect | CPE inhibition, % at 10 µM, or IC50 in µM where a hit was titrated | 0.13% of 310,000 active; in the data active = a potency from the dose series; inconclusive = CPE inhibition mostly from about 23% at the one dose, without a potency; inactive = the rest, 99 in 100 with CPE inhibition below about 21%; note: strong numbers were not always called active
Ins promoter up = MIN6 insulin promoter up-regulation. MIN6 insulin promoter-GFP reporter, high-content imaging; hits give high values. z-score at 5 µM. 0.3% of 190,000 active. AID 1625;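 active = z-score above 3 at 5 µM with at least 500 cells counted in the well; inconclusive = wells under 500 cells, flagged as cytotoxic or low count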
PMI inhibitors = MPI enzyme activity inhibition – biochemical, fluorescence intensity, coupled assay, primary screen (AID 1209); purified PMI enzyme, coupled fluorescence intensity; higher % means a stronger effect; inhibition, % at 20 µM; hits with a dose series show IC50 in µM; 0.42% of 190,000 active;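 note: plate controls were DMSO vehicle for no effect and wells lacking substrate for full effect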
West Nile virus CPE = West Nile virus antiviral activity, cell-based, CPE readout (AID 1621) | West Nile virus-infected cells, CPE inhibition; higher % means a stronger effect | 0.02% of 290,000 active | one-dose CPE inhibition, % at 10 µM; IC50 in µM for titrated hits; in the data active = a potency from the dose series; inconclusive = CPE inhibition mostly from about 3.7% at the one dose, without a potency; inactive = the rest, 99 in 100 with CPE inhibition below about 2.2%; note: strong numbers were not always called active
CSM14.1 death rescue = protection against thapsigargin-triggered cell killing – 384-well, CSM14.1, ATP luminescence, primary screen (AID 1222). CSM14.1 thapsigargin-induced death rescue, ATP luminescence; higher % means a stronger effect. cellular ATP content (survival), % at 20 µM, or EC50 in µM where a hit was titrated. 190,000 tested, under 10 active;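 active = EC50 below 50 µM in the dose-response confirmation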;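 note: death triggered by thapsigargin at about 15 µM added after 2 h compound pretreatment; cell ATP read after overnight thapsigargin exposure of roughly 18 to 22 hours; normalized against plate controls of thapsigargin alone and 5% DMSO vehicle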
Ins promoter up cell count = further read-out of Ins promoter up, marked with its call; cell count; measured here: cytotoxicity, nuclei count;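 total cells summed across four imaged fields per well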
* = called active by the depositor. Cut-off read from the data, not from the text of the source, unless noted: active = inhibition above about 50%; inactive = the rest. The order is random. Share with any hit: about 1.5%.

Results for C=CCn1cnc2scc(-c3ccc(CC)cc3)c2c1=O ?
TNAP activators: 1; PMI inhibition: 5%; Salmonella PhoP GFP: 4%; SV40 large T antigen: 3%; RSV CPE inhibition: 3.4%; Ins promoter up: 0.54; PMI inhibitors: 8%; West Nile virus CPE: 0.7%; CSM14.1 death rescue: 0.3%; Ins promoter up cell count: 1235

What do the screens show for `O=C(N/N=C/c1ccc2c(c1)OCO2)c1cc(-c2ccccc2Cl)nc2ccccc12`?
TNAP activators: 1.1; PMI inhibition: 24%; Salmonella PhoP GFP: 12%; SV40 large T antigen: -1%; RSV CPE inhibition: 4.7%; Ins promoter up: -0.11; PMI inhibitors: 24%; West Nile virus CPE: 2.1%; CSM14.1 death rescue: -3.5%; Ins promoter up cell count: 1301

How did CC(=O)c1ccccc1N(C(=O)Cn1nnc2ccccc21)C(C(=O)NCC1CCCO1)c1ccc(N2CCOCC2)cc1 (centres undefined) do in these assays?
TNAP activators: 1; PMI inhibition: 7%; Salmonella PhoP GFP: -7%; SV40 large T antigen: -9%; RSV CPE inhibition: -1.9%; Ins promoter up: -0.39; PMI inhibitors: 11%; West Nile virus CPE: -0.7%; CSM14.1 death rescue: -0.6%; Ins promoter up cell count: 1382

Results for COc1ccc(-c2nc3ccccn3c2CN2CCN(c3ccccc3F)CC2)cc1 ?
PMI inhibition: 22%; Salmonella PhoP GFP: 13%; SV40 large T antigen: 6%; RSV CPE inhibition: 20%; Ins promoter up: -0.19; PMI inhibitors: 6%; West Nile virus CPE: -1.8%; CSM14.1 death rescue: -0.8%; Ins promoter up cell count: 1607

How did CCOC(=O)c1c(C)[nH]c(C(=O)COC(=O)c2ccncc2)c1C do in these assays?
TNAP activators: 1; PMI inhibition: -5%; Salmonella PhoP GFP: -1%; SV40 large T antigen: 0%; RSV CPE inhibition: 1.3%; Ins promoter up: -0.63; PMI inhibitors: -13%; West Nile virus CPE: 0.3%; CSM14.1 death rescue: -2.2%; Ins promoter up cell count: 1574

Results for CCN=C1SC(CC(=O)Nc2ccc3c(c2)OCO3)C(=O)N1CC (centres undefined) ?
TNAP activators: 1; PMI inhibition: 12%; Salmonella PhoP GFP: 3%; SV40 large T antigen: -1%; RSV CPE inhibition: 0.3%; Ins promoter up: 0.1; PMI inhibitors: 1%; West Nile virus CPE: -0.7%; CSM14.1 death rescue: 0.3%; Ins promoter up cell count: 1470

What do the screens show for `COc1ccc(N(C)C(=O)CCS(=O)(=O)c2cccc3nonc23)cc1`?
TNAP activators: 1.1; PMI inhibition: 4%; Salmonella PhoP GFP: -11%; SV40 large T antigen: 25%; RSV CPE inhibition: 0.8%; Ins promoter up: -0.03; PMI inhibitors: 9%; West Nile virus CPE: -0.5%; CSM14.1 death rescue: 1.0%; Ins promoter up cell count: 1268

What do the screens show for `CC1CCN(C(=O)C2CCC(CNS(=O)(=O)c3cccc4cccnc34)CC2)CC1` (centres undefined)?
TNAP activators: 1.1; PMI inhibition: 6%; Salmonella PhoP GFP: 2%; SV40 large T antigen: 1%; RSV CPE inhibition: 0.0%; Ins promoter up: 0.15; PMI inhibitors: 10%; CSM14.1 death rescue: 0.6%; Ins promoter up cell count: 981

How did CN1CCCNc2nc3ccccc3nc21 do in these assays?
Salmonella PhoP GFP: -7%; SV40 large T antigen: 11%; RSV CPE inhibition: 3.5%; West Nile virus CPE: 0.6%

How did Clc1ccccc1/C=N/NC1=Nc2cccc3cccc1c23 do in these assays?
TNAP activators: 1.2; PMI inhibition: 12%; Salmonella PhoP GFP: -13%; SV40 large T antigen: 5%; RSV CPE inhibition: 3.4%; Ins promoter up: 0.79; PMI inhibitors: 0%; West Nile virus CPE: -0.1%; CSM14.1 death rescue: -4.2%; Ins promoter up cell count: 1198

How did Cc1ccc(N(C(=O)c2csnn2)C(C(=O)NC2CCCCC2)c2ccccn2)cc1C (centres undefined) do in these assays?
Salmonella PhoP GFP: 1%; SV40 large T antigen: 4%; RSV CPE inhibition: 17%; West Nile virus CPE: -0.6%

Results for O=c1[nH]ncn1-c1ccccc1 ?
TNAP activators: 1.1; PMI inhibition: -1%; Salmonella PhoP GFP: -9%; SV40 large T antigen: 9%; RSV CPE inhibition: -1.5%; Ins promoter up: 0.03; PMI inhibitors: 6%; West Nile virus CPE: 0.4%; CSM14.1 death rescue: 0.2%; Ins promoter up cell count: 1376

Results for CN1c2ccc(Cl)cc2C(=O)NC1C1CC=CCC1 (centres undefined) ?
Salmonella PhoP GFP: -6%; SV40 large T antigen: 11%; Ins promoter up: -0.21; West Nile virus CPE: -1.0%; Ins promoter up cell count: 1387

Results for O=C(Nc1nncs1)Oc1ccccc1 ?
TNAP activators: 1.1; PMI inhibition: -8%; Salmonella PhoP GFP: -10%; SV40 large T antigen: 15%; RSV CPE inhibition: 1.6%; PMI inhibitors: -2%; West Nile virus CPE: 0.4%

Results for CC(=O)c1ccc(NC(=S)Nc2cccc(Cl)c2C)cc1 ?
TNAP activators: 1.3; PMI inhibition: -12%; Salmonella PhoP GFP: -5%; SV40 large T antigen: 18%; RSV CPE inhibition: 21%; Ins promoter up: 0.38; PMI inhibitors: -16%; West Nile virus CPE: -0.3%; CSM14.1 death rescue: -1.3%; Ins promoter up cell count: 1579

What do the screens show for `COC(=O)CSc1nc(C)cc(Oc2ccccc2)n1`?
TNAP activators: 1; PMI inhibition: 3%; Salmonella PhoP GFP: 0%; SV40 large T antigen: 11%; RSV CPE inhibition: -0.1%; Ins promoter up: 0.67; PMI inhibitors: 4%; West Nile virus CPE: -0.1%; CSM14.1 death rescue: 1.5%; Ins promoter up cell count: 749

How did Cc1ccc(CC2CC(=O)N(c3ccc4c(c3)OCCO4)C2=O)cc1 (centres undefined) do in these assays?
TNAP activators: 1; PMI inhibition: 3%; Salmonella PhoP GFP: -9%; SV40 large T antigen: 5%; RSV CPE inhibition: 2.4%; Ins promoter up: -0.32; PMI inhibitors: 0%; West Nile virus CPE: -0.1%; CSM14.1 death rescue: -1.4%; Ins promoter up cell count: 1219

How did CC(CCc1ccco1)NC(=O)CCc1nnc2ccc(NCc3ccc(Cl)cc3)nn12 (centres undefined) do in these assays?
Salmonella PhoP GFP: 2%; SV40 large T antigen: 2%; RSV CPE inhibition: 1.1%; West Nile virus CPE: 0.5%

How did COc1ccc(C)c2sc(NC(=O)CCS(=O)(=O)c3ccccc3)nc12 do in these assays?
Salmonella PhoP GFP: 5%; SV40 large T antigen: 15%; RSV CPE inhibition: 15%; West Nile virus CPE: 0.8%

What do the screens show for `Cc1ccc(N(CC(=O)NCc2ccco2)C(=O)CCC(=O)Nc2ccccn2)c(C)c1`?
Salmonella PhoP GFP: 1%; SV40 large T antigen: 1%; RSV CPE inhibition: 1.0%; West Nile virus CPE: inconclusive

Results for COc1ccc(/C=C2/SC(=S)N(CCC(=O)O)C2=O)cc1 ?
TNAP activators: 0.9; PMI inhibition: 5%; Salmonella PhoP GFP: -12%; SV40 large T antigen: 2%; RSV CPE inhibition: 2.3%; Ins promoter up: -0.2; PMI inhibitors: 3%; West Nile virus CPE: -0.7%; CSM14.1 death rescue: -1.8%; Ins promoter up cell count: 1596

Results for O=C(NCc1ccccn1)C1CC(c2ccccc2O)=NO1 (centres undefined) ?
TNAP activators: 1.1; PMI inhibition: 2%; Salmonella PhoP GFP: -7%; SV40 large T antigen: 5%; RSV CPE inhibition: 1.0%; Ins promoter up: 0.05; PMI inhibitors: 1%; West Nile virus CPE: 0.1%; CSM14.1 death rescue: 0.3%; Ins promoter up cell count: 1528

What do the screens show for `CN(c1ccccc1)c1ccc(/C=C(\C#N)c2nnc3n2CCCCC3)cc1[N+](=O)[O-]`?
TNAP activators: 0.9; PMI inhibition: -33%; Salmonella PhoP GFP: 4%; SV40 large T antigen: 4%; RSV CPE inhibition: inconclusive; Ins promoter up: -0.55; PMI inhibitors: -9%; West Nile virus CPE: -1.2%; CSM14.1 death rescue: 9.5%; Ins promoter up cell count: 1383

What do the screens show for `CNc1ccccc1C(=O)OC`?
Salmonella PhoP GFP: -4%; RSV CPE inhibition: 1.5%; Ins promoter up: 0.77; West Nile virus CPE: -0.2%; Ins promoter up cell count: 895

Results for CCCCCC(=O)N/N=C(\C)c1ccc(Cl)cc1 ?
TNAP activators: 1; PMI inhibition: 5%; Salmonella PhoP GFP: -3%; SV40 large T antigen: 3%; RSV CPE inhibition: 0.6%; Ins promoter up: 0.43; PMI inhibitors: 9%; West Nile virus CPE: 0.4%; CSM14.1 death rescue: -1.5%; Ins promoter up cell count: 1362

Results for CCOC(=O)C(NC(=O)Nc1ccccc1)(OCC)C(F)(F)F (centres undefined) ?
TNAP activators: 1.1; PMI inhibition: 5%; Salmonella PhoP GFP: 7%; SV40 large T antigen: 8%; RSV CPE inhibition: 1.5%; Ins promoter up: -0.83; PMI inhibitors: 10%; West Nile virus CPE: -0.3%; CSM14.1 death rescue: -1.2%; Ins promoter up cell count: 1064

Results for CCNC(=O)CSc1nc(-c2ccc(F)cc2)cs1 ?
TNAP activators: 1.1; PMI inhibition: -17%; Salmonella PhoP GFP: 2%; SV40 large T antigen: -2%; RSV CPE inhibition: 4.0%; Ins promoter up: 0.4; PMI inhibitors: -51%; West Nile virus CPE: 0.3%; CSM14.1 death rescue: -2.2%; Ins promoter up cell count: 1193

Results for COC(=O)CC1Nc2ccccc2SC1=O (centres undefined) ?
TNAP activators: 1.1; PMI inhibition: 1%; Salmonella PhoP GFP: 2%; SV40 large T antigen: 4%; RSV CPE inhibition: 1.4%; Ins promoter up: 0.09; PMI inhibitors: 4%; West Nile virus CPE: 0.8%; CSM14.1 death rescue: -0.2%; Ins promoter up cell count: 941

What do the screens show for `CCN(CC)S(=O)(=O)c1ccc(C(=O)OC2CCCCC2CN(C)C)cc1` (centres undefined)?
TNAP activators: 1.1; PMI inhibition: 1%; Salmonella PhoP GFP: -2%; SV40 large T antigen: 10%; RSV CPE inhibition: -0.8%; Ins promoter up: 0.25; PMI inhibitors: -7%; West Nile virus CPE: -0.3%; CSM14.1 death rescue: 2.6%; Ins promoter up cell count: 1403

Ordered by heavy-atom count (falling): part of the list above
How did CCOC(=O)c1c(C)[nH]c(C(=O)COC(=O)c2ccncc2)c1C do in these assays?
TNAP activators: 1; PMI inhibition: -5%; Salmonella PhoP GFP: -1%; SV40 large T antigen: 0%; RSV CPE inhibition: 1.3%; Ins promoter up: -0.63; PMI inhibitors: -13%; West Nile virus CPE: 0.3%; CSM14.1 death rescue: -2.2%; Ins promoter up cell count: 1574

What do the screens show for `COC(=O)CSc1nc(C)cc(Oc2ccccc2)n1`?
TNAP activators: 1; PMI inhibition: 3%; Salmonella PhoP GFP: 0%; SV40 large T antigen: 11%; RSV CPE inhibition: -0.1%; Ins promoter up: 0.67; PMI inhibitors: 4%; West Nile virus CPE: -0.1%; CSM14.1 death rescue: 1.5%; Ins promoter up cell count: 749

Results for COC(=O)CC1Nc2ccccc2SC1=O (centres undefined) ?
TNAP activators: 1.1; PMI inhibition: 1%; Salmonella PhoP GFP: 2%; SV40 large T antigen: 4%; RSV CPE inhibition: 1.4%; Ins promoter up: 0.09; PMI inhibitors: 4%; West Nile virus CPE: 0.8%; CSM14.1 death rescue: -0.2%; Ins promoter up cell count: 941
